Assay outcomes as filed in PubChem BioAssay.
PERK inh: block of dimerizer-induced PERK translation repression, primary screen, PERK inhibitor project, CHO PERK-DD cells, SEAP luminescence, HTS. Eukaryotic translation initiation factor 2-alpha kinase 3 (Homo sapiens), Q9NZJ5. CHO PERK-DD fusion, SEAP luminescence translation reporter. inhibition, % at 5.6 µM. hit rate 0.17% among 220,000. AID 1416, 2008;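 active means inhibition above the mean inhibition of all tested compounds plus 3 SD, set separately per screening campaign, cut at about 2.9% in these data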;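 further: PERK kinase domain activated by AP20187 dimerizer at 100 nM; 0% = DMSO with dimerizer and 100% = rapamycin at 8.4 µM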
S1P4 antagonist: S1P4 receptor antagonists, primary screen, cell-based; hit rate 0.26% among 220,000; S1P4-expressing cells, antagonist mode, reporter read-out; inhibition, % at 4.98 µM; Sphingosine 1-phosphate receptor 4 (Homo sapiens), O95977; in the data active means inhibition above about 29%;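 further: 0% = wells stimulated with agonist and 100% = vehicle wells without agonist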
S1P4 agonist: S1P4 receptor agonists, primary screen, cell-based. Sphingosine 1-phosphate receptor 4 (Homo sapiens), O95977. S1P4-expressing cell line, agonist reporter assay. activation, % at 4.98 µM. hit rate 0.35% among 220,000; in the data active means activation above about 11%;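 further: 0% = DMSO vehicle and 100% = reference agonist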
eIF4E 4G PPI: eIF4E–eIF4G protein interaction inhibitors, primary screen, biochemical, uHTS, TR-FRET, eIF4GI fragment | hit rate 0.37% among 220,000 | AID 782, 2007 | TR-FRET eIF4E-eIF4GI(517-606) binding, 2 h | Eukaryotic translation initiation factor 4E (Mus musculus) + Eukaryotic translation … | inhibition, % at 21.7 µM;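 active means inhibition above about 30%, limit read from the data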;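 further: 0% = full FRET control wells and 100% = background wells lacking eIF4GI fragment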
Wee1 stabilizer: Wee1 degradation inhibitors, primary screen, cell-based, HeLa, Wee1K328M-luciferase, luminescence. Wee1-like protein kinase (Homo sapiens), P30291. HeLa Luc-Wee1K328M stability; 100% = proteasome inhibitor MG132 effect. reporter increase, % at 5 µM. hit rate 1.2% among 220,000;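 active means activation above the mean of all tested compounds plus 3 SD, set per screening run, cut at about 8.8% in these data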;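 further: cells exposed to compound for 20 h before luminescence read; 0% = DMSO alone and 100% = MG132 at 30 µM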
MDM2 E3 inh: MDM2-luciferase reporter signal enhancers, primary screen, MDM2 E3 ligase inhibitor project, cell-based, luminescence, 1536-well; AID 1230, 2008; signal enhancement, % at 5 µM; cell-based MDM2 ubiquitination luciferase reporter, 2 h; 0 = plate control, 100 = twice control, blank-subtracted; hit rate 0.11% among 210,000; E3 ubiquitin-protein ligase Mdm2 (Homo sapiens), Q00987;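 active means signal enhancement of 30% or more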;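 further: luminescence tracks abundance of the self-degrading MDM2-luciferase fusion protein; higher signal means inhibition of MDM2 E3 ligase activity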
Target sequence (Q00987 whole entry, looked up, the tested form may be a part): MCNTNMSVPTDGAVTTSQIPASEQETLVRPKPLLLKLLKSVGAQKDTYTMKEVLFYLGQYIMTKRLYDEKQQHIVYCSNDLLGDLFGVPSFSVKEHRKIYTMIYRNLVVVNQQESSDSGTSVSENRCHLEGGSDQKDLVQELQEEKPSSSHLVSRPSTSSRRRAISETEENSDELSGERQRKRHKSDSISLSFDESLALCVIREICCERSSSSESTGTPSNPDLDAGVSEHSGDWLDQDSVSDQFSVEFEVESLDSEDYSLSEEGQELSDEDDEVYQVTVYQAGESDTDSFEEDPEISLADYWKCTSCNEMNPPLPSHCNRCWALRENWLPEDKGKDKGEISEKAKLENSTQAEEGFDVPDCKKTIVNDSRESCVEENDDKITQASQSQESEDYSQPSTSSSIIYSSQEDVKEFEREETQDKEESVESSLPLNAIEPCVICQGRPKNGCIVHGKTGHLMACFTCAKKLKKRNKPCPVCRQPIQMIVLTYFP
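Buffer or medium: Cells held in DMEM | Assay system: Stable mammalian line carrying autodegrading MDM2–luciferase fusion reporter | Quantity: 2000 cells/well | Times: 4 h settle plus 2 h compound, 37 °C | Doses: One concentration, 5 µM, with 0.2% DMSO | Technique: Luminescence with SteadyLite reagent, 15 min at room temperature | Benchmarks: Plate controls and plate blanks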
BaF3 tox: parental Ba/F3 cell viability inhibition, counter-screen for JAK2V617F inhibitor project, murine pro-B, CellTiter-Glo luminescence | inhibition, % at 5.6 µM | CellTiter-Glo ATP luminescence | AID 1486, 2009 | hit rate 1.1% among 220,000;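 active means inhibition above a per-campaign cutoff, the mean inhibition of all tested compounds plus 3 SD, cut at about 27% in these data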;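 further: 0% = DMSO wells and 100% = JAK Inhibitor I control wells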
Ba/F3 V617F tox: reduced viability of JAK2V617F-dependent Ba/F3 cells, primary screen, JAK2V617F inhibitor project, cell-based, Ba/F3 EpoR-JAK2V617F, luminescence. ATP luminescence. inhibition, % at 5.6 µM. hit rate 1.1% among 220,000. AID 1446, 2008;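 active means inhibition above the campaign mean plus 3 SD over all tested compounds, cut at about 24% in these data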;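 further: cytokine-independent growth of Ba/F3 cells driven by EpoR plus mutant JAK2; 0% = DMSO-treated cells and 100% = JAK inhibitor I control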
NPY-Y2 PAM-ag: NPY-Y2 potentiators or agonists, primary screen, cell-based; Neuropeptide Y receptor type 2 (Homo sapiens), P49146; cells expressing NPY-Y2, potentiator/agonist read-out; activation, % at 3.6 µM; hit rate 0.45% among 220,000; in the data active means activation above about 27%;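 further: cells stimulated with NPY near EC25 plus isoproterenol at EC100; 0% = vehicle plus submaximal agonist and 100% = vehicle plus saturating agonist; some results beyond the cut were filed as inactive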
Target sequence (P49146 whole entry, looked up): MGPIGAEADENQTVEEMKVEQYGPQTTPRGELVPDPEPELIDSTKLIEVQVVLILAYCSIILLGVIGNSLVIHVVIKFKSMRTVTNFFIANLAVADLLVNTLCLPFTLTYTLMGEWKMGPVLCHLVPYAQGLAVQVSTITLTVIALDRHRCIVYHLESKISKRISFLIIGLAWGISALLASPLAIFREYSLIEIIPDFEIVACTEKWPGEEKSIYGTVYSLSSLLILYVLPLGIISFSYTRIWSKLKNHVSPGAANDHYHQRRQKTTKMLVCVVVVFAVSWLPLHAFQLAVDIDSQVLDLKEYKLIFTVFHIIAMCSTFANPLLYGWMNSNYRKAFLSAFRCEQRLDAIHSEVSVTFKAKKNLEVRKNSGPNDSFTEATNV
Numbers without * were called inactive; / = no result given; [ ] = remark or other dose.

no.	Molecule	PERK inh	S1P4 antagonist	S1P4 agonist	eIF4E 4G PPI	Wee1 stabilizer	MDM2 E3 inh	BaF3 tox	Ba/F3 V617F tox	NPY-Y2 PAM-ag
1	CC(C)(O)C#CC#CCN1CCOCC1	0.5	-3	-2.5	-3	-4	-12	-1	-4	12
2	O=C(N/N=C/c1coc2ccccc2c1=O)c1cn(-c2ccccc2)nc1-c1ccc(F)cc1	0.9	-24	1.1	3	-4	3	4	-3	-3
3	COc1cccc(C2=NN(C(=O)c3ccco3)C(O)(C(F)(F)F)C2)c1 (centres undefined)	0.2	5	0.8	0	0	-8	4	-2	-6
4	CC(NC(=O)c1cccs1)c1ccc2c(c1)OCO2 (centres undefined)	0.4	1	1.9	-1	-1	-18	5	1	5
5	Fc1ccc(CSc2ccc3nnc(-c4ccccn4)n3n2)cc1	-0.8	6	-0.1	0	2	5	2	1	-1
6	S=C(NCCC1=CCCCC1)Nc1ccc(Cl)cc1	1.7	-6	-0.1	-4	0	6	3	-2	1
7	COc1ccc(OC)c(NC(=O)CNC(=O)Cn2c(C)cc3ccccc3c2=O)c1	-0.2	-2	-2.6	4	1	-12	3	-3	-3
8	NNC(=O)COc1cccc(C(F)(F)F)c1	0.9	-10	0.4	-1	2	-4	1	-4	3
9	O=c1c2ccccc2nc(CSc2nnnn2-c2ccccc2)n1-c1ccccc1Cl	-0.1	-4	3.0	10	0	-10	0	-1	-5
10	Cc1ccc(/C=C/C(=O)N(Cc2cccs2)C2CCS(=O)(=O)C2)cc1 (centres undefined)	-0.2	9	-0.4	-3	-2	-2	-2	-1	-1
11	C/C(=N\NC(=O)CCn1nnc2ccccc21)c1cccs1	-0.6	3	-1.6	10	5	-19	-2	3	-13
12	COc1ccc(C(=O)NCCSc2ccccn2)cc1	0.4	-8	0.6	3	6	-33	2	-3	6
13	Cc1ccc(SCc2[nH]nc3c2C2(C(=O)N(C)c4ccccc42)C(C#N)=C(N)O3)cc1 (centres undefined)	-0.5	-10	-0.4	1	0	-11	3	0	-8
14	O=C(Cn1cnc2c(cnn2-c2ccccc2)c1=O)NC1CCCC1	0.7	-3	0.5	-6	0	-6	4	-5	6
15	NS(=O)(=O)c1ccc(CCNC(=O)C2CCN(S(=O)(=O)c3ccc(Br)s3)CC2)cc1	0.3	-20	0.1	-3	-3	-27	1	-3	-4
16	COc1ccc(NC(=O)COc2nsnc2N2CCCCC2)cc1	-0.5	-19	0.5	6	6	-8	10	4	-3
17	CC1Cc2ccccc2N1C(=O)c1cc2sccc2n1Cc1ccc(F)cc1 (centres undefined)	-0.8	-6	-1.3	7	-1	8	-3	-2	-12
18	O=C(N/N=C/c1ccncc1)c1ccc(NC(=O)c2cccc(Cl)c2)cc1	-0.2	-11	0.5	-1	-1	-8	1	1	-8
19	Nc1c(C(=O)NCc2ccc3c(c2)OCO3)nnn1-c1ccc(OC(F)(F)F)cc1	0.3	-17	0.2	-12	-1	-7	3	-3	-21
20	Cc1cc(C)nc(Nc2nc3ccccc3[nH]2)n1	0.1	-5	2.4	-4[fluorescence artefact?]	1	-6	2	2	-5
21	Cc1cc(C)cc(NC(=S)NCC2CCCO2)c1 (centres undefined)	0.4	-24	0.3	-3	-3	2	0	2	9
22	C=CCSc1nc2c(c(=O)[nH]c(=O)n2C)n1CC	0.1	-13	-1.9	8	-2	0	0	1	-10
23	O=C(O)C1C2C=CC(C3CC23)C1C(=O)NCCc1ccccc1 (centres undefined)	0.5	-10	-0.1	10	0	-16	6	3	-7
24	Cc1c(C(=O)c2ccc(Cl)cc2Cl)cnc2cc3c(cc12)OCO3	-1.2	-13	0.9	-2	-3	-3	2	3	-16
25	N#Cc1cnn2c(-c3ccc(Cl)cc3Cl)ccnc12	1.1	-4	0.6	4	-1	-10	3	-2	-1
26	CCn1ncc([N+](=O)[O-])c1C(=O)Nc1cc(C)on1	0.3	-11	1.8	3	0	3	6	-1	-5
27	COc1cccc(-c2c[nH]c(=O)[nH]c2=O)c1	1.1	-3	-1.2	-3	-1	6	3	-2	-4
28	CCOc1cccc2sc(N(CCCN(C)C)C(=O)c3ccc(S(=O)(=O)N(C)c4ccccc4)cc3)nc12	-0.8	-3	-0.6	-2	4	-4	4	3	-18
29	Cc1occc1C(=O)NC(C)C(C)(C)C (centres undefined)	0.3	-3	1.4	7[fluorescence artefact?]	0	-21	3	-3	7
30	CCOC(=O)c1cc2sc(C)cc2n1CC(=O)Nc1cccc(C)c1C	0.8	-17	2.6	0	-2	-6	-2	-2	1
31	COc1cccc(Nc2c(F)c(F)c(F)c(F)c2C(=O)O)c1	-0.1	-9	-1.4	-3	-3	-3	3	-1	-25
32	NC(=O)c1ccc(Oc2cccc3cccnc23)c([N+](=O)[O-])c1	1.3	5	1.1	1	0	-10	-3	-2	6
33	Nc1nc(CSCc2ccccc2)nc(N2CCOCC2)n1	0.5	-6	-0.6	1	-1	-13	1	-2	-2
34	O=S1(=O)CCN(Cc2cccc(C(F)(F)F)c2)CC1	1.5	-3	-0.1	2	-1	-6	3	1	-2
35	CCN(CC(=O)NCc1ccccc1Cl)CC(=O)Nc1c(F)cccc1F	-0.1	-13	0.7	0	9.5*	-16	-1	1	7
36	COc1ccc(C(=O)CSc2cc(C)nc3nc(C)nn23)cc1OC	0.2	-4	0.5	-3	-4	-10	5	-4	6
37	CCOC(=O)c1c(C)nc2sc(C(=O)Nc3ccc(C(C)=O)cc3)c(N)c2c1-c1ccc(OC)cc1	-0.9	26	0.6	6[fluorescence artefact?]	-1	-9	7	3	-22
38	CCn1nc(C)c(NS(=O)(=O)c2ccc(C)cc2)c1C	-0.3	-14	1.3	1	0	2	2	-3	-2
39	CN1CCN(C(=O)C2C3C=CC(C3)C2C(=O)O)CC1 (centres undefined)	0.8	-16	-1.2	-2	8	-3	0	-3	12
40	Cc1ccc(NCc2nnc(SCC(=O)NCCc3ccccc3)n2C)cc1	1.4	2	-0.4	-2[fluorescence artefact?]	-2	-21	1	-2	-7
41	CCOC(=O)c1sc(NC(=O)CCCn2nc([N+](=O)[O-])c(Cl)c2C)c(C(=O)OCC)c1C	-0.1	-14	-0.3	0	-1	/	4	3	-3
42	COc1cc(/C=N/NC(=O)c2cc(-c3cccn3C)n[nH]2)cc(OC)c1OC	-0.3	-12	-2.2	1[fluorescence artefact?]	1	-19	-1	-1	-11
43	O=S(=O)(c1cccs1)N1CN(Cc2ccc(F)cc2)c2nc3ccccc3nc21	-0.7	-5	-0.6	-1	4	-8	4	1	-13
44	O=C(OCC(=O)N1CCN(C(=O)c2ccco2)CC1)c1cccc(S(=O)(=O)N2CCc3ccccc32)c1	0.0	3	-0.7	1	-4	-14	2	-2	0
45	O=C(CSc1nnc(-c2cnccn2)n1Cc1ccco1)c1ccc2ccccc2c1	0.2	-11	2.8	-1	-3	-8	6	0	-13
46	COc1ccc2[nH]cc(S(=O)(=O)c3ccc(C(C)C)cc3)c(=O)c2c1	0.7	-16	0.8	-6	-2	-11	9	-1	7
47	CC1CCc2c(sc(Nc3nc4c(F)cccc4s3)c2C(N)=O)C1 (centres undefined)	0.5	-18	5.6	-4	-4	-9	8	4	-9
48	CCOc1ccc2c(c1)nc(NCCCO)n2Cc1ccccc1	0.4	-8	0.2	-1	1	/	-4	-3	-2
49	O=C(Nc1nnc(C2CC2)s1)C1CCCO1 (centres undefined)	0.0	-20	1.1	1	-1	-10	2	-1	2
50	O=[N+]([O-])c1cc(C(F)(F)F)cc([N+](=O)[O-])c1NCCCNc1ccc([N+](=O)[O-])c2cccnc12	0.3	-28	-1.0	0	3	-6	7	1	2
51	CCOC(=O)C1=C(c2ccccc2)O/C(=C(/C#N)C(F)(F)F)S1	-1.2	10	-2.5	-27[fluorescence artefact?]	24*	68*	2	-5	-14
52	O=C(Cn1c(=O)c2sccc2n(Cc2cccc([N+](=O)[O-])c2)c1=O)NCCc1ccccc1	-0.4	3	0.5	1	-1	16	7	-2	5
53	NS(=O)(=O)c1ccc(NC(=O)COC(=O)C2CC(=O)N(Cc3ccccc3)C2)cc1 (centres undefined)	0.5	-1	1.6	7	-1	-2	1	2	-12
54	COCCn1c(SCC(=O)Nc2sc(C)c(C)c2C#N)nnc1-c1ccc(OC)cc1	-1.3	-17	1.4	0	-1	-23	4	3	-5
55	CSc1ccccc1NC(=O)CSc1n[nH]c(N)n1	0.2	3	0.1	-1	2	-8	6	1	5

Entries from the list above that contain a nitro group on carbon, in the order listed:
no.	Molecule	PERK inh	S1P4 antagonist	S1P4 agonist	eIF4E 4G PPI	Wee1 stabilizer	MDM2 E3 inh	BaF3 tox	Ba/F3 V617F tox	NPY-Y2 PAM-ag
26	CCn1ncc([N+](=O)[O-])c1C(=O)Nc1cc(C)on1	0.3	-11	1.8	3	0	3	6	-1	-5
32	NC(=O)c1ccc(Oc2cccc3cccnc23)c([N+](=O)[O-])c1	1.3	5	1.1	1	0	-10	-3	-2	6
41	CCOC(=O)c1sc(NC(=O)CCCn2nc([N+](=O)[O-])c(Cl)c2C)c(C(=O)OCC)c1C	-0.1	-14	-0.3	0	-1	/	4	3	-3
50	O=[N+]([O-])c1cc(C(F)(F)F)cc([N+](=O)[O-])c1NCCCNc1ccc([N+](=O)[O-])c2cccnc12	0.3	-28	-1.0	0	3	-6	7	1	2
52	O=C(Cn1c(=O)c2sccc2n(Cc2cccc([N+](=O)[O-])c2)c1=O)NCCc1ccccc1	-0.4	3	0.5	1	-1	16	7	-2	5

Entries above that contain a COOH group, in the order listed:
no.	Molecule	PERK inh	S1P4 antagonist	S1P4 agonist	eIF4E 4G PPI	Wee1 stabilizer	MDM2 E3 inh	BaF3 tox	Ba/F3 V617F tox	NPY-Y2 PAM-ag
23	O=C(O)C1C2C=CC(C3CC23)C1C(=O)NCCc1ccccc1 (centres undefined)	0.5	-10	-0.1	10	0	-16	6	3	-7
31	COc1cccc(Nc2c(F)c(F)c(F)c(F)c2C(=O)O)c1	-0.1	-9	-1.4	-3	-3	-3	3	-1	-25
39	CN1CCN(C(=O)C2C3C=CC(C3)C2C(=O)O)CC1 (centres undefined)	0.8	-16	-1.2	-2	8	-3	0	-3	12
